Screens (PubChem)
HIV Rev-RRE inh: disrupts HIV-1 Rev binding to RRE RNA | P05866 | Rev peptide-RRE RNA binding, FRET | inhibition, % at 8 µM | 97,000 compounds, 0.79% hits;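 active = inhibition above the screen-wide mean plus 3 SD, cut at about 35% in these data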;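 note: 0% = median DMSO wells and 100% = median Neomycin B control wells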
Target sequence (P05866 whole entry, looked up): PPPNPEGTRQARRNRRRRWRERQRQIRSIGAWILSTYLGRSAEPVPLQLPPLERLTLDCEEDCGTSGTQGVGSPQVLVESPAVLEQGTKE
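assay system = Cy5-tagged RRE RNA duplex with fluorescein-tagged Rev peptide | incubation = 5 + 15 min at 25 °C | also added = labelled Rev peptide | measure = % inhibition of FRET ratio versus controls | benchmarks = DMSO wells as 0% and neomycin B wells as 100% inhibition | measured by = FRET fluorescence readout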
PTK2B oligo ant: blocks oligomerization of human Pyk2 in cells | z-score (the deposit names both 25 µM and 10 µM) | Q14289 | 99,000 compounds, 0.83% hits | AID 1347419 | Q293 cells, Pyk2 FERM NanoBiT luminescence; hits give low values;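 active = Z-score of -3 or lower, scaled per plate to the spread of control and sample wells; inactive = z-score above -3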;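 note: negative z-score means lost luminescence so less FERM oligomerization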
cytoskel mod: modifiers of cytoskeleton assembly; HUVEC TNFa F-actin phalloidin imaging, high content; inhibition, % at 2 µM; 91,000 compounds, 0.18% hits;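 active = inhibition above the batch mean plus 3 SD and confirmed as a hit by visual image inspection, cut at about 30% in these data, passing the limit was not always enough; inconclusive = above the inhibition threshold but rejected on visual inspection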; note: strong numbers were not always called active
EphB4 antag: antagonists of human EphB4-ephrin-B2 interaction; inhibition, % at 7 µM; EphB4 LBD / TNYL-RAW-Alexa532 peptide, fluorescence polarization; 97,000 compounds, 0.15% hits; P54760; AID 720;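 active = inhibition above the screen-wide mean inhibition plus 3 SD, cut at about 15% in these data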;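 note: 0% = DMSO wells and 100% = excess unlabeled TNYL-RAW peptide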
PTPN22 act: activators of human LYP (PTPN22) phosphatase. Q9Y2R2. recombinant LYP, DiFMUP fluorescence; 0 = plate median, 100 = signal doubled. activation, % at 2 µM. 96,000 compounds, 0.11% hits;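 active = activation at 2 µM above a set limit, the mean plus 5 SD, cut at about 37% in these data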
Target sequence (Q9Y2R2 whole entry, looked up): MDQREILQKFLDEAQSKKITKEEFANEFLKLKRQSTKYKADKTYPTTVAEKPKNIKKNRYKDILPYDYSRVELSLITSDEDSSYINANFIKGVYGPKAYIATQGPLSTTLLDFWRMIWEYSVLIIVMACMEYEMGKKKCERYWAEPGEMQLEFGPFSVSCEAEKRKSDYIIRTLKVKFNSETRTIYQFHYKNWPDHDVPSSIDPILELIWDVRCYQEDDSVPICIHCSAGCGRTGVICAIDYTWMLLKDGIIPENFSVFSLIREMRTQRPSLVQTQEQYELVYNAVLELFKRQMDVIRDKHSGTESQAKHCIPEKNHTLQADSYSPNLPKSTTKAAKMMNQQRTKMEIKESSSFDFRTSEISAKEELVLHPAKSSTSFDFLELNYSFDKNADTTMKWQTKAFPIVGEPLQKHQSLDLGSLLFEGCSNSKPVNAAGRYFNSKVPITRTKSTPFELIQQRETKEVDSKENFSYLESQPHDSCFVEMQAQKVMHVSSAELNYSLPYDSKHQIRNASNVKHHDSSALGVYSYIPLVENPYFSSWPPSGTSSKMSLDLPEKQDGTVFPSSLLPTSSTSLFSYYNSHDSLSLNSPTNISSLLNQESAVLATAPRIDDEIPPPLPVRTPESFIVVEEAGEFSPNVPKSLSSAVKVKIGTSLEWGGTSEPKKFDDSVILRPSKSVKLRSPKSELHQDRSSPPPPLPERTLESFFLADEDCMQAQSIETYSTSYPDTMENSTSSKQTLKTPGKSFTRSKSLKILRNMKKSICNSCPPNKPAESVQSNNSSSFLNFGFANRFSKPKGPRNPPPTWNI
FAK blocker: inhibitors of human focal adhesion kinase; Q05397; biochemical FAK kinase activity assay; inhibition, %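 (tested at 7 µM)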; 97,000 compounds, 0.84% hits; AID 727; in the data active = inhibition above about 19%;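 note: 0% = DMSO and 100% = reference compound high control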
LYP inh 2: inhibitors of human LYP (PTPN22) phosphatase | AID 640 | inhibition, % at 2 µM | 96,000 compounds, 0.21% hits | recombinant LYP catalytic domain, DiFMUP fluorescence | Q9Y2R2;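 active = inhibition at 2 µM at or above a set limit, the screen mean plus 3 SD, cut at about 24% in these data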;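 note: 0% = DMSO with enzyme and 100% = enzyme fully blocked by orthovanadate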
Plk1 PBD FP: inhibitors of human Plk1 polo box domain binding. Plk1 PBD phosphopeptide binding, fluorescence polarization. AID 693. 97,000 compounds, 0.13% hits. inhibition, %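 (tested at about 20 µM)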; in the data active = inhibition above about 34%, passing the limit was not always enough
PLK1 inh: blocks human PLK1 kinase activity; P53350; recombinant PLK1 kinase, TR-FRET peptide phosphorylation; inhibition, % at 10 µM; 97,000 compounds, 0.53% hits;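 active = inhibition of 50% or more in the single-concentration screen; inactive = inhibition below 50%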;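 note: 0% = DMSO max control and 100% = H-89 dihydrochloride min control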
An asterisk follows results filed as active; u = inconclusive; x = no result given.

Structure,HIV Rev-RRE inh,PTK2B oligo ant,cytoskel mod,EphB4 antag,PTPN22 act,FAK blocker,LYP inh 2,Plk1 PBD FP,PLK1 inh
COc1ccc2c(c1)N1CCN=C1N2C,7,-0.17,2,-3,-1,0,-2,-1,-4
Cc1nc2nc(C)c(CCC(=O)N3CCN(c4ccccc4)CC3)c(C)n2n1,0,0.24,-5,4,-12,1,11,0,5
O=c1c2c3c(sc2nc2n1CCCCC2)CCC3,1,-1.1,x,0,-4,-4,4,7,-4
CCN(CC)CCOC(=O)c1cccc(Br)c1,-1,-1.1,-15,-9,-4,-2,3,25,0
CCN(CC)c1nc(Nc2ccccc2)nc(Oc2ccc(=O)[nH]n2)n1,3,-1.7,-11,-2,-2,-4,6,-8,0
CCOc1ccc(C2N(c3ccc(OC)cc3)C(=O)C3CCCN32)cc1OC (stereo not given),6,x,-9,5,10,0,-13,-24,-14
CC(OC(=O)c1cccc(NS(C)(=O)=O)c1)C(=O)Nc1ccc(N2CCOCC2)cc1 (stereo not given),-1,0.56,26,-5,-12,1,9,2,-12
COc1ccccc1N1CCN(C(=O)CN(Cc2ccccc2)S(C)(=O)=O)CC1,2,0.13,-1,1,-1,-2,0,-19,-4
Cc1cc(-c2nnc(SCC(=O)Nc3ccccc3C(F)(F)F)o2)c(C)n1-c1ccccc1,2,0.26,2,2,-8,-1,9,16,-5
c1ccc(-c2cc3c(ccc4nonc43)nn2)cc1,1,-0.32,-8,0,7,9,-8,-14,-11
CC(C)OC(=O)c1ccc(Cn2nnc3ccccc3c2=O)cc1,17,-1.9,-4,0,-8,1,10,-2,-36
CCn1cc(Br)c(-c2nc3ccccc3c(=O)n2N)n1,9,0.07,4,-2,-6,0,6,7,-8
CCOC(=O)C1=C(C)NC(C)=C(C(=O)OCC)C1C(=O)OCC(=O)NC(C)C,-3,-0.58,5,1,6,0,-8,-22,-11
Cc1cc(C(=O)Nc2nc3c(s2)CCCC3)no1,0,-0.48,x,-2,5,-7,-8,-26,-8
Cc1ccc(C)c2[nH]c(=O)c(CCNC(=O)CC(C)(C)C)cc12,0,x,-6,3,-5,-2,3,-9,-19
CCC(SCC(=O)OC)C(=O)Nc1nnc(C(C)C)s1 (stereo not given),1,x,19,-1,-6,-5,2,-1,-1
CCOC(=O)c1cnc(-c2ccccc2)nc1Oc1ccccc1,16,-0.34,10,-4,-2,3,6,-3,-11
Cc1c(CCOC(=O)CC23CC4CC(CC(C4)C2)C3)sc[n+]1Cc1ccccc1,6,1.8,6,1,5,-7,-2,-18,-9
COc1ccc(C2CC(=O)N3CN(c4ccccc4F)CSC3=C2C#N)cc1OC (stereo not given),0,x,-1,-10,-5,-5,2,32,-12
CCOc1cccc(CNn2cnnc2)c1OCc1ccccc1,1,0.06,21,3,-1,1,3,-22,-18
COC(=O)CN(c1ccc(OC)cc1)S(=O)(=O)c1ccc(OC)c(OC)c1,-2,1.2,-4,-6,-2,-11,1,20,-2
COc1ccc2oc(=O)c(-c3nc4ccccc4o3)cc2c1,2,-1.2,20,-12,3,2,-6,17,-9
CC(=O)NC(Cc1ccccc1)C(=O)N1CCN(C(=O)c2ccco2)CC1 (stereo not given),2,0.12,-10,6,2,1,1,-17,-13
CCOC(=O)c1c(N)sn(-c2ccccc2C)c1=S,2,0.09,6,2,-15,-1,13,-28,-9
CN(CC(=O)N1CCc2ccccc21)S(=O)(=O)c1cccc2cccnc12,0,x,-4,-5,3,2,-4,16,4
CCOc1ccccc1NC(=O)CN(c1nccs1)S(=O)(=O)c1ccc(N)cc1,6,0.67,28,7,6,-10,-6,9,-7
Nc1ccc(Oc2ccc3nc(-c4ccccc4)c(-c4ccc([N+](=O)[O-])cc4)nc3c2)cc1,-1,-1.9,9,-5,-7,3,9,-8,-10
NS(=O)(=O)c1ccc(Cc2ncc(C(F)(F)F)cc2Cl)s1,0,-0.18,20,2,7,1,-7,-5,-7
CCOc1ccc(-c2cnc(SCC(N)=O)nc2N)cc1,2,0.27,-9,-4,-5,0,1,-3,-7
Cc1cc2nc(C)n(CCCN)c2cc1C,6,0.13,-6,2,3,0,-4,2,-12

One compound at a time (already shown). Order of screens: HIV Rev-RRE inh	PTK2B oligo ant	cytoskel mod	EphB4 antag	PTPN22 act	FAK blocker	LYP inh 2	Plk1 PBD FP	PLK1 inh
COc1ccc2oc(=O)c(-c3nc4ccccc4o3)cc2c1 across the screens: 2	-1.2	20	-12	3	2	-6	17	-9
CCOC(=O)c1c(N)sn(-c2ccccc2C)c1=S across the screens: 2	0.09	6	2	-15	-1	13	-28	-9
CCOC(=O)c1cnc(-c2ccccc2)nc1Oc1ccccc1 across the screens: 16	-0.34	10	-4	-2	3	6	-3	-11

Next part
Structure,HIV Rev-RRE inh,PTK2B oligo ant,cytoskel mod,EphB4 antag,PTPN22 act,FAK blocker,LYP inh 2,Plk1 PBD FP,PLK1 inh
CN1CCc2c(sc3c2C(=O)NC(/C=C/c2ccco2)N3)C1 (stereo not given),10,0.78,6,-5,6,8,-6,-5,-3
O=C(O)CCS(=O)(=O)Cc1ccccc1Cl,8,1,-10,1,0,3,-1,-9,-7
O=S(=O)(c1ccc(C2CCCCC2)cc1)N1CCN(c2ncccn2)CC1,13,-0.11,1,-2,8,2,-8,12,-15
Cc1cccc(CN2CCN(CC(=O)N3CCCC3)C2=O)c1,2,0.07,x,-7,4,-1,-3,-37,-3
CCn1c(SCC(=O)Nc2ccccc2N2CCOCC2)nnc1-c1ccccc1,6,0.76,4,0,-6,1,6,0,-11
Cc1ccc(C(C#N)c2ccc(C(=O)c3ccc(F)cc3)cc2)cc1 (stereo not given),20,-1.9,2,4,-5,-1,6,-20,1
S=C(c1ccc2c(c1)OCO2)N1CCCCCC1,2,0.12,-7,3,5,1,-3,5,-11
c1ccc(CN2CCC3(CC2)Nc2ccccc2CO3)cc1,9,0.81,-11,9,-10,-1,10,-20,-7
CCCC(=O)Nc1ccc(C(=O)NNC(=O)COc2ccc(Br)c(C)c2)cc1,9,3.2,26,-4,-6,4,9,-16,-10
CCCSc1nc2c(c(=O)n1CC)SC(C)C2 (stereo not given),2,x,11,-2,6,0,-10,4,-15
COCCSc1ccccc1C(=O)NCc1ccc(S(N)(=O)=O)cc1,7,0.4,-4,1,-2,2,4,0,-32
O=C(/C=C/c1ccc(Cl)cc1Cl)n1cccn1,4,1.8,1,7,-8,-10,10,-5,-8
CCOC(=O)Cc1csc(NC(=O)COc2ccc3ccccc3c2)n1,8,1.3,-15,4,11,1,-6,-8,-7
CCOc1ccc(N=c2scc(-c3ccc(OC)cc3)n2CCO)cc1,0,-0.72,0,-2,-5,2,2,-5,-6
CCN(CC)c1cc(Oc2ccccc2)ncn1,1,0.68,-7,-5,-1,1,2,-19,-7
Cc1ccc(-c2cc(-c3ccccc3)c3c(N)c(S(C)(=O)=O)sc3n2)cc1,10,0.87,3,-3,-9,-2,11,-22,-16
CCCCC(=O)Nc1ccc(C)c(O)c1,10,-0.91,-18,0,-1,3,6,16,-3
CC(C)CNc1c(N)c(=O)oc2ccccc12,-2,-0.34,x,-6,-6,3,2,-27,-6
CSCCC(NC(=O)c1ccccc1)C(=O)NCc1ccco1 (stereo not given),1,1.5,-5,-2,1,1,2,-11,-9
O=C(CSc1nc(-c2ccc(F)cc2)cs1)NC(=O)NCc1ccco1,-1,0.89,10,-9,2,2,-5,27,-1
O=C(OCCN1C(=O)c2ccccc2C1=O)C1CCN(S(=O)(=O)c2cccs2)CC1,6,1.4,6,5,-2,4,2,6,-9
COc1ccc(-c2nnc(SCc3nnc(-c4ccccc4)o3)n2C)cc1OC,0,0.69,-36,-2,-7,4,5,-3,-16
O=[N+]([O-])c1ccc(-c2nc(-c3cccs3)c(-c3cccs3)[nH]2)cc1,12,-4.2*,-58,13,-7,12,11,2,-29
Cc1ccc(-n2[nH]c(C)c(C=Nc3ccc4[nH]c(=O)[nH]c4c3)c2=O)cc1C,3,-0.74,14,-1,3,2,1,-9,-14
COc1ccc(C2C(C(=O)N3CCCC3)c3cc(OC)c(OC)cc3C(=O)N2C)cc1 (stereo not given),4,0.16,-9,-1,3,-1,1,-5,-9
COc1cc(CNCCc2ccc(S(N)(=O)=O)cc2)ccc1OCc1ccc(Cl)cc1,4,-0.1,7,5,-12,0,14,4,-11
Cc1cccc(N2C(=O)CN=C2Nc2nc(C)cc(C)n2)c1,3,-0.14,x,0,9,1,-8,38,1
COc1ccc2[nH]c(=O)c(CN(C(=O)c3cccnc3)c3ccccc3)cc2c1,3,2.2,8,-5,0,-2,1,4,-11
O=C(CCn1nc(-c2ccccc2)ccc1=O)N1CCOCC1,5,x,16,1,2,-7,-4,-4,-14
CCc1cc2cccc(C)c2nc1SCC(=O)c1ccc(NC(C)=O)cc1,14,-0.67,-5,-7,12,1,-8,-2,-4
CCCc1nnc(NC(=O)CCC(=O)O)s1,6,x,10,-1,0,0,-1,-22,-12
CCCCCCOc1ccc(C(CC(=O)O)C(N)=O)cc1 (stereo not given),0,-0.07,-14,2,2,2,-4,-8,-11
COc1ccc(C2(C(=O)O)CCCC2)cc1,4,1.2,x,-3,-4,-2,4,-42,-10
O=C(NCc1ccccc1)C1CCN(S(=O)(=O)c2cccc3cccnc23)CC1,3,x,-12,5,1,0,-2,-3,-11
O=C1OCCC1Sc1ncnc2sccc12 (stereo not given),5,0.23,6,-2,1,2,2,14,-5
CC(NC(=O)Cn1c(NCCO)nc2ccccc21)c1ccccc1 (stereo not given),6,0.96,1,5,-8,1,8,26,-7
O=C(O)C1C2C=CC(C2)C1C(=O)N1CCc2ccccc21 (stereo not given),4,0.78,6,2,-3,-1,3,9,-12
O=C1CC(c2ccc(S(=O)(=O)NCc3ccncc3)cc2)CN1 (stereo not given),5,x,1,-7,10,-5,-11,-4,0
CCOc1cc(NC(=O)c2ccco2)c(OCC)cc1NC(=O)CCC(=O)NCc1cccnc1,5,0.7,u,-2,-2,1,0,12,-11
CCCCNC(=O)CN(C1CCCCC1)S(C)(=O)=O,1,0.53,-12,-1,7,-2,-12,-1,-8
COc1ccccc1/C=C/C(=O)OC(C)CN1CCOCC1 (stereo not given),2,-0.48,7,2,-8,-3,7,-37,-10
COC(=O)CC1C(=O)NC2CCCCC2N1C(=O)c1ccccc1 (stereo not given),3,1.8,-12,-6,1,0,2,12,-11
CC(=O)Nc1ccccc1Sc1ccccc1,4,-0.42,26,7,7,1,-12,0,-10
Cc1ccccc1N1C(S)=C(C#N)C(=O)NC1c1cccs1 (stereo not given),6,-0.42,-4,3,-2,-1,1,14,-12
O=C(CSc1nnc2scc(-c3ccccc3)n12)N1CCCc2ccccc21,9,0.53,-1,7,22,3,-23,-7,-15
CCCC(=O)Nc1ccc(C(=O)Nc2nnc(COCC)s2)cc1,0,-0.22,0,6,7,0,-8,0,-11
O=C(CCSc1nnc2scc(-c3ccccc3)n12)NCc1ccc2c(c1)OCO2,10,-0.11,-6,0,-4,-2,4,-13,-1
Cc1cccc(N2CCN(C(=O)C3CCCCC3)CC2)c1C,2,-1.3,55,-4,2,-3,-5,-24,-9
O=C(CSc1nncn1-c1ccccc1)Nc1cc(Cl)cc(Cl)c1,1,1.1,9,1,5,1,-4,5,-4
CCOC(=O)N1CCN(C(=O)Nc2ccccc2Cl)CC1,-4,0.9,21,-7,0,-3,0,-1,-4
